# Assay outcomes as filed in PubChem BioAssay.
# SRC3 TRFRET art = counter-screen for PPARgamma SRC-3 recruitment agonists: TR-FRET artefact. PPARgamma/SRC-3 format; hits give high values. TR-FRET ratio at 8 µM. actives 0.39% (n = 99,000); in the data active = TR-FRET ratio above about 2000; note: inactives centre near 1600; reference of the scale not given here
# SRC1 TRFRET art = TR-FRET artefact, counter-screen to PPARgamma/SRC-1 agonist assay. actives 0.34% (n = 99,000). TR-FRET detection artefact counter-screen, emission ratio; hits give high values. TR-FRET ratio at 8 µM; in the data active = TR-FRET ratio above about 2300; note: inactives centre near 1800; reference of the scale not given here
# Numbers without * were called inactive. Only part of the results is shown (hit frequency here may not be typical).
No.	molecule	SRC3 TRFRET art	SRC1 TRFRET art
1	Cc1cc(C)c(S(=O)(=O)N2CCCOC2CNC(=O)C(=O)NCc2cccs2)c(C)c1 (stereo not drawn)	1408	1745
2	CC(C)CNC(=O)c1oc2ccccc2c1COc1ccccc1	1982	1848
3	COc1ccc(C(=O)NCc2nnc(SCC(=O)Nc3nc4ccc(C)cc4s3)o2)cc1OC	1703	1554
4	O=C(CNC(=O)C1CCCCC1)OCc1cc(=O)oc2ccc3ccccc3c12	1510	2111
5	CCOC(=O)C1=C(CC)Nc2ccccc2N=C1N	1510	1461
6	CCOC(=O)CCCSc1nnc(CCCCCN2C(=O)c3cccc4cccc(c34)C2=O)o1	1460	1697
7	Cc1cc2c(C)nc(N/N=C/c3ccccc3)nc2o1	1630	1876
8	Nn1c(SCC(=O)Nc2cccc(S(N)(=O)=O)c2)nnc1C1CC1	1646	1799
9	CNC(=O)c1[nH]cnc1C(=O)N[C@@H](CC(C)C)C(=O)OC(C)(C)C	1561	1602
10	O=C(COC(=O)CNC(=O)c1ccccc1F)Nc1cccnc1Cl	1267	1765
11	Cc1c(N=C(N)/N=C(\N)Nc2ccccc2)c(=O)n(-c2ccccc2)n1C	1430	1546
12	CCOC(=O)N1CCN(S(=O)(=O)c2cc(Br)cc3c2N(C(=O)C2CC2)CC3)CC1	1690	1654
13	COc1ccc(NC(=O)[C@@H](NC(N)=O)C(C)C)cc1Cl	1274	1620
14	Cc1ccc(N(C(C)C(=O)Nc2cccc(N(C)S(C)(=O)=O)c2)S(C)(=O)=O)cc1 (stereo not drawn)	1587	1649
15	CCCn1c(NC(=O)c2ccco2)nc2ccccc21	1625	1672
16	O=[N+]([O-])c1ccc(Cl)c(CN2CCC(O)CC2)c1	1732	1648
17	CN(C)S(=O)(=O)c1ccc(C(=O)Nc2nc(-c3ccccc3)c(C(=O)c3ccccc3)s2)cc1	1456	1586
18	COC(=O)c1ccc(C(=O)OC)c(NC(=O)COC(=O)c2ccc(OC)c(OC)c2OC)c1	1513	1780
19	CCCCCC(=O)NNC(=O)c1ccc(F)cc1	1500	1619
20	CC(=O)c1ccc(N2CCN(C(=O)Cn3c(=S)[nH]c4ncccc4c3=O)CC2)cc1	1298	1683
21	Cc1ccc(NC(=O)CN(C)CC(=O)Nc2ccccc2-c2ccccc2)cc1	1727	1751
22	Cc1cccc(N2C(=O)CC(N3CCOCC3)C2=O)c1 (stereo not drawn)	1564	1740
23	COc1ccccc1NC(=O)COC(=O)/C=C/c1ccc2c(c1)OCO2	1477	1677
24	O=C(CCCN1C(=O)/C(=C/c2ccccc2Cl)SC1=S)Nc1ccccn1	1545	1966
25	CN(C)CC1CCCCC1OC(=O)c1ccc(Br)cc1 (stereo not drawn)	1472	1861
26	CCOC1=C/C(=C/c2c(N)n3oc(C)cc3nc2=O)C=CC1=O	1358	1725
27	O=C(COC(=O)c1ccc2c(c1)OCO2)Nc1ncc(Cl)cc1Cl	1669	1867
28	O=C(O)Cc1ccc(-c2ccccc2)cc1	1596	1789
29	Cc1nc(CNS(=O)(=O)c2cccs2)cs1	1528	1919
30	COc1ccc(C(=O)OCC(=O)NC(C)(C)C)cc1[N+](=O)[O-]	1572	1777

# Two records drawn at random from those above, as already listed:
No.	molecule	SRC3 TRFRET art	SRC1 TRFRET art
2	CC(C)CNC(=O)c1oc2ccccc2c1COc1ccccc1	1982	1848
13	COc1ccc(NC(=O)[C@@H](NC(N)=O)C(C)C)cc1Cl	1274	1620

# Next part.
No.	molecule	SRC3 TRFRET art	SRC1 TRFRET art
31	O=C(CNC(=O)c1ccccc1)Nc1ccsc1C(=O)O	1647	1877
32	COc1ccc(/C(O)=C2\C(=O)C(=O)N(CCN3CCOCC3)C2c2ccccc2OC)cc1 (stereo not drawn)	1508	1822
33	COc1ccc(CNC(=O)C2CCCN2S(=O)(=O)c2ccc(F)cc2)cc1 (stereo not drawn)	1466	1664
34	O=C(CCC(=O)N(CC(=O)NC1CCCCC1)c1ccc2c(c1)OCO2)Nc1ccccn1	1680	1734
35	O=C(Nc1ccccc1)Nc1ccc(Br)cc1F	1614	1731
36	O=C(COC(=O)c1ccncc1)c1ccc(Br)cc1	1581	1452
37	CCC(C)(C)NC(=O)CN(C(=O)CCC(=O)Nc1cc(C)ccn1)c1ccc2c(c1)OCCO2	1626	1994
38	CC(C)c1ccc(NCCC(=O)c2cccs2)cc1	1533	1855
39	COC(=O)c1cc(OC)c(OC)cc1NC(=S)Nc1cc(Cl)ccc1OC	1829	1765
40	CCOC(=O)CSC1=C(C#N)C(c2ccc(OC)cc2)C2=C(CC(C)(C)CC2=O)N1 (stereo not drawn)	1505	1914
41	O=C(CSc1nnnn1-c1ccc(Cl)cc1)NNC(=O)c1ccc([N+](=O)[O-])cc1	1589	1916
42	Cc1cc(C(=O)Cn2cnc3cc([N+](=O)[O-])ccc3c2=O)c(C)n1CC1CCCO1 (stereo not drawn)	1489	1643
43	COc1ccc(C(CNC(=O)c2cncc(Br)c2)N(C)C)cc1 (stereo not drawn)	1580	1762
44	O=[N+]([O-])c1ccc(NC(=S)N2CCOCC2)cc1	1427	1609
45	CCOC(=O)c1c(C)[nH]c(C(=O)N2CCN(c3ccc(OC)cc3)CC2)c1C	1580	1842
46	Cc1cc(F)ccc1S(=O)(=O)Nc1ncnc2sccc12	1412	1660
47	COc1cccc(CNC(=O)C2CCC(CNc3nc(=S)[nH]c4ccccc34)CC2)c1 (stereo not drawn)	1648	1588
48	CC(=O)Nc1ccc(/C(C)=N/NC(=O)CN(c2ccccc2Br)S(C)(=O)=O)cc1	1450	1890
49	O=C(c1cc2n(n1)C(C(F)(F)F)CC(c1ccco1)N2)N1CCN(c2ccccn2)CC1 (stereo not drawn)	1519	1823
50	CN(Cc1ccccn1)Cc1cn(Cc2ccccc2)nc1-c1ccc2c(c1)OCO2	1463	1625
51	COc1ccc(C(=O)NC(=S)Nc2ccc(NC(=O)c3ccco3)cc2)cc1[N+](=O)[O-]	1480	1773
52	CC(=O)OCC(=O)[C@@]12OC(C)(C)O[C@@H]1C[C@H]1[C@@H]3C[C@H](F)C4=CC(=O)C=C[C@]4(C)[C@@]3(F)[C@@H](O)C[C@@]12C	1792	1791
53	COc1ccc(OC)c(NC(=O)NNC(=O)CCCOc2ccc(Cl)cc2C)c1	1570	1849
54	COc1ccc(/C=C/c2nc3ccccc3n2Cc2ccccc2OC)cc1	1659	1880
55	Cc1csc(NC(=O)CSc2ccc(-c3ccccc3)nn2)n1	1658	1808
56	Cc1ccc(NS(=O)(=O)c2ccc(N3CCN(c4ccc(O)cc4)CC3)c([N+](=O)[O-])c2)c(C)c1	1637	2148
57	COc1cc(C(c2sc3nc(C)nn3c2O)N2CC(C)OC(C)C2)cc(OC)c1OC (stereo not drawn)	1538	1695
58	Cc1ccccc1Nc1cccc2nonc12	1529	1735
59	Cc1ccc(N=C2NC(=O)/C(=C\c3ccsc3)S2)c(C)c1	1468	1723
60	CC1(C)CC2CC(C)(CN2C(=O)COC(=O)c2n[nH]c(=O)c3ccccc23)C1 (stereo not drawn)	1766	1873

No.	molecule	SRC3 TRFRET art	SRC1 TRFRET art
61	Nc1nnnn1CC(=O)N/N=C/c1cc([N+](=O)[O-])ccc1O	1553	1831
62	Cc1cc(Cl)ccc1OC(C)C(=O)NCCCn1ccnc1 (stereo not drawn)	1579	1797
63	Cc1nc2ccccc2nc1SCC(=O)c1ccccc1	1675	2071
64	CN=C1SC(C(=O)Nc2ccccc2Cl)CC(=O)N1c1ccc(OC(F)(F)Cl)cc1 (stereo not drawn)	1466	2022
65	CC(=O)N/N=C/c1ccc(OCCOc2ccc(Br)cc2)cc1	1561	1878
66	Cn1cccc1C(=O)C(=O)Nc1ccccc1C(F)(F)F	1415	1724
67	Cc1cc(C)nc(N/N=C/c2ccccc2OCc2ccc([N+](=O)[O-])cc2)n1	1452	1586
68	C/C(CC(=O)Nc1ccc2ccccc2c1)=N\NC(=O)c1cnccn1	1551	1813
69	CN(Cc1cc(=O)n2ccsc2n1)Cc1nc2ccccc2c(=O)[nH]1	1698	2029
70	CN(C)S(=O)(=O)c1ccc(Cl)c(C(=O)OCC(=O)NC(=O)c2cccn2C)c1	1672	1649
71	Cc1ccc(-c2csc(NC(=S)NC(=O)c3ccco3)n2)cc1	1365	1567
72	CCCCOc1ccc(NC(=S)Nc2cc(C)nc(SCCCC)n2)cc1	1450	1674
73	COc1ccc(/C(=C\Nc2ccc(C)c(C)c2)C(C)=O)cc1OC	1518	1938
74	CN1CCN(c2ncnc3c2c(-c2ccccc2)cn3-c2ccc(F)cc2)CC1	1575	1783
75	CCC(=O)NC(=S)Nc1ccc(N2CCN(C(=O)c3ccc(Cl)cc3)CC2)cc1	1580	1876
76	COc1ccc(C(=O)NNC(=O)c2cc3cc([N+](=O)[O-])ccc3oc2=O)cc1OC	1380	1713
77	Cc1cccc(NC(=S)N(Cc2ccco2)C(C)c2cccs2)c1 (stereo not drawn)	1637	2012
78	O=C1C=C(c2ccccc2)OC(c2ccccc2)O1 (stereo not drawn)	1527	1642
79	O=C(CSc1nnc(CNC(=O)c2c(F)cccc2Cl)o1)Nc1ccc2c(c1)OCO2	1309	1820
80	O=C(Nc1ccc(Cl)cc1C(F)(F)F)c1ccccc1	1557	1925
81	COc1ccc(S(=O)(=O)N2CCOCC2)cc1NC(=O)COC(=O)C1COc2ccccc2O1 (stereo not drawn)	1612	1923
82	Cc1ccccc1OCCNC(=O)/C=C/c1ccccc1	1788	1959
83	Cc1ccc(Nc2c(F)c(F)c(F)c(F)c2C(=O)O)c(C)c1	1476	1691
84	CCCN1CNC(=S)N(CC2CCCO2)C1 (stereo not drawn)	1448	1760
85	O=C(Nc1ccc(N2CCCCC2)cc1)c1cc([N+](=O)[O-])cc([N+](=O)[O-])c1	1564	2079
86	COc1cccc(CN2CCN(c3ccc(F)cc3)C2=O)c1	1656	1715
87	Cn1c(Oc2ccc(F)cc2F)c(C=O)c2ccccc21	1535	1797
88	CCOC(=O)C1(Cc2ccc(OC)cc2)CCN(C(=O)c2ccc3[nH]ccc3c2)CC1	1714	1933
89	O=C(/C=C/c1cccs1)c1ccc(NC(=O)c2ccccc2F)cc1	1735	1911
90	CCOC(=O)C1(CCc2ccccc2)CCN(C(=O)CCc2cnccn2)CC1	1709	1967

# Whole records as entered above:
# `Cc1cc(C(=O)Cn2cnc3cc([N+](=O)[O-])ccc3c2=O)c(C)n1CC1CCCO1` (stereo not drawn) reads SRC3 TRFRET art = 1489; SRC1 TRFRET art = 1643
# `Cc1ccccc1Nc1cccc2nonc12` reads SRC3 TRFRET art = 1529; SRC1 TRFRET art = 1735
# `CNC(=O)c1[nH]cnc1C(=O)N[C@@H](CC(C)C)C(=O)OC(C)(C)C` reads SRC3 TRFRET art = 1561; SRC1 TRFRET art = 1602

# Next results:
No.	molecule	SRC3 TRFRET art	SRC1 TRFRET art
91	O=C1CN(C(=O)CSc2nc(-c3ccc(Cl)cc3)cs2)c2ccccc2N1	1513	1826
92	O=C(NCc1ccccc1)C1=C[C@H](c2ccc(C(F)(F)F)cc2)C[C@H](OCc2ccc(CO)cc2)O1	1754	1877
93	O=C(Nc1ccc([N+](=O)[O-])cc1)c1ccc(Cn2cc([N+](=O)[O-])cn2)cc1	1575	1729
94	Cc1ccc(NC(=O)Cc2c(Cl)cccc2Cl)cc1S(=O)(=O)N(C)C	1635	1975
95	Cc1ccc(C(=O)OCC(=O)Nc2nc(-c3ccccc3)cs2)cc1NC(=O)c1ccco1	1412	1781
96	O=C(NC(=S)NNC(=O)c1ccccc1O)c1ccco1	1580	1893
97	CC1(C)NC(=O)N(CCOc2ccc3c(c2)CCC3)C1=O	1854	1602
98	CCc1ccccc1NC(=O)CSc1nnc(-c2ccncc2)o1	1549	1744
99	NS(=O)(=O)c1ccc(N=Nc2c(-c3ccccc3)[nH]n(-c3nc(-c4ccccc4)cs3)c2=O)cc1	1804	1988
100	COc1ccc(NC(=O)CC2SC(=O)NC2=O)cc1 (stereo not drawn)	1303	1413
101	CC(=O)c1ccc(COC(=O)c2ccccc2NC(=O)C(C)C)cc1	1606	1821
102	Cc1ccc(N/N=C2\CC(=O)c3ccccc32)cc1Cl	1446	1631
103	Cc1ccc(C)c(NC(=O)C(Sc2nc3ccccc3c(=O)n2CC(C)C)c2ccccc2)c1 (stereo not drawn)	1469	1574
104	C(#Cc1ccccc1)C[N+]1(CC#Cc2ccccc2)CCCCC1	1479	1479
105	Cc1cc(N2CCCCC2)nc(N2CCCCC2)n1	1576	1703
106	O=C(c1ccccc1)N(Cc1nc2ccccc2c(=O)[nH]1)C1CCCCC1	1575	1748
107	CCCOc1nc(C)cc(COC)c1C(N)=O	1396	1581
108	CCc1ccc(/C=C2\Oc3ccc(C(=O)OC)cc3C2=O)cc1	1368	1721
109	Cc1cccc(NC(=O)NC(=S)NC(=O)c2ccccc2)c1	1650	2025
110	CCC(C)C(NC(=O)C1CCC(C)CC1)C(=O)NCCCN1CCCCC1CC (stereo not drawn)	1365	1842
111	CSc1ccccc1C(=O)N(C)Cc1ccccc1	1679	1791
112	CCN(CC)C(=S)NC(=O)c1ccc(F)cc1	1577	1649
113	CC1=NN(C(C#N)c2ccccc2O)C(C)(C)C1 (stereo not drawn)	1491	1755
114	CN1C(=O)COc2ccc(C(=O)c3ccccc3C(=O)O)cc21	1538	1688
115	COc1ccc(N2CCN(c3cc(C)c4ccccc4n3)CC2)cc1	1531	1798
116	O=C(Nc1ccc(CN2CCCCC2)cc1)c1cc(Br)ccc1Cl	1712	1663
117	O=C(C1=C[C@H](c2coc3ccccc3c2=O)C[C@H](OCc2ccc(CO)cc2)O1)N1CCOCC1	1568	1815
118	CC(C)CC(NC(N)=O)C(=O)NCc1ccccc1Cl (stereo not drawn)	1678	1771
119	CCC(C)NC(=S)N1CCN(Cc2ccccc2)CC1 (stereo not drawn)	1558	1747
120	C/C(N)=C(/C#N)C(=O)COC(=O)c1ccccc1O	1673	1690
121	C=CCN1C(=O)C(O)=C(C(C)=O)C1c1ccccc1F (stereo not drawn)	1580	2147
122	CC(O)CNCCNCc1cccs1 (stereo not drawn)	1457	1570
